# Screening data from PubChem BioAssay.
# HCMV inh: inhibitors of human cytomegalovirus; HFF cells, HCMV-luciferase reporter, 72 h; hits give low values; activity change, negative = inhibition, % at 57.5 µM; hit rate 4.5% among 410,000; AID 1259415; in the data active = activity change below about -60%; inconclusive = no clear call, values can overlap the other calls; inactive = above about -39%
#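 After 16 h attachment at 37C, HFF cells received test compound and HCMV-luciferase (1 PFU/cell); reporter luminescence read 72 h later, data normalized against buffer-only and known inhibitor Salinomycin.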
# AMA1 RON2 block: AMA1-RON2 (P. falciparum) interaction inhibition; AlphaScreen AMA1-biotinylated RON2 peptide binding; Potency, µM (doses to about 58.2 µM), for the others: at the highest dose activity change, negative = inhibition, actives largely listed as inhibitors; hit rate 0.2% among 360,000; active = well fitted inhibition curve with a large enough effect; inconclusive = small, poorly fitted or top-dose-only effect; inactive = no such curve, though single readings can be large or run the other way;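 also: potency is read from the fitted curve at half-maximal effect; 0% = vehicle wells and -100% = peptide control; nearly all actives have a fitted effect of over 45% in size; some results filed as inactive show a strong effect at the top dose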
#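 AMA1 (3D7) with his tag at 25 nM final met compounds first, then biotinylated RON2 peptide at 25 nM; detection used donor plus acceptor beads, 10 µg/mL apiece, read by AlphaScreen after 30 min at room temperature.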
# * hit, by the source's call; ? = inconclusive; [ ] = another dose, or the depositor's remark. Unless noted, % is scaled to controls: 0 for no effect and ±100 for the full control effect.
SMILES,HCMV inh,AMA1 RON2 block
Cc1ccc(C)c(C(O)c2ncc(-c3cccc(F)c3)[nH]2)c1 (centres undefined),-3.9,-10.5%
CCCCN(C=O)c1c(CC)nc2c(OCCC3CCCCC3)cccn12,-17.2,-6.8%
COc1cccc(S(=O)(=O)N2C[C@H](O)COC[C@H]3O[C@@H](CC(=O)N4CCN(C)CC4)CC[C@@H]32)c1,?,2.3%
O=C(NC(c1ccc(Cl)cc1)c1cnccn1)C1CCN(CCOc2ccc(F)cc2)CC1 (centres undefined),0.6,-0.3%
CNC(C)C(=O)NC(C(=O)N1CCCC1C(=O)Nc1ccc2[nH]ccc2c1)C(C)C (centres undefined),-32.0,-24.1%
C[C@@H]1CN([C@@H](C)CO)C(=O)c2cc(C#Cc3cccc(F)c3)cnc2O[C@@H]1CN(C)CC1CCOCC1,-11.4,-4.6%
O=C1NC(=O)C(=Cc2ccco2)S1,?,10.6%
CC1(C2CCC3C4CCC5CC6(CCC5(C)C4C(=O)CC32C)OCCO6)OCCO1 (centres undefined),-99.1*,26.7%
Cn1c2c(c3ccccc31)CCN=C2c1ccccc1,46.9,-0.6%
CCCCN1CCCCC1(C)C(=O)NCc1ccc2c(c1)OCO2 (centres undefined),-12.2,-12.0%
O=C(Cn1cnc([N+](=O)[O-])c1)Nc1ccc(Cl)cc1Cl,10.5,-1.8%
CCCC1NC(=O)c2cccnc2-n2c1nc1ccc(C)cc1c2=O (centres undefined),-5.5,5.4%
CCCCOC(=O)c1ccc(NC(=O)c2c(N)n(C)c(=O)[nH]c2=O)cc1,0.9,8.7%
CCCCCCN1C[C@@H](n2cc(COC(=O)c3ccccc3)nn2)[C@H](O)C[C@@H]1c1ccc(Cl)cc1,-101.2*,-11.1%
C=CCNc1nc(NCCOc2ccccc2Cl)c2sc(-c3ccccc3)cc2n1,1.0,25.4%
O=C1c2ccccc2NC(c2ccc(Br)s2)N1O (centres undefined),-75.2*,101.2%[activator]
COCCNC(=O)C1(C)CCCN(C(=O)c2ccccc2OC)C1 (centres undefined),12.1,-2.7%
CC(NNC(=S)N1CCN(c2ccccn2)CC1)c1nccc2ccccc12 (centres undefined),-98.3*,?
Nc1nc(N)c2[nH]c(=S)[nH]c2n1,-14.7,62.3%[activator]
COC(=O)c1nc(-c2ccccc2)nc(-c2ccccc2)c1C(=O)OC,?,1.8%
CN(C)c1ccc(C(=O)C(O)c2ccccc2Cl)cc1 (centres undefined),?,16.7%
CC1OC(CCc2cccc(Cl)c2)Cc2[nH]c(=S)[nH]c(=O)c21 (centres undefined),-27.3,100.7%[activator]
O=C1C=CC2(O[C@H](c3ccccc3)[C@@H](c3ccccc3)O2)[C@H](Sc2ccccc2O)C1,-99.5*,-11.8%
NC(COCc1ccccc1)c1csc(Nc2cc(NCCCO)ncn2)n1 (centres undefined),-38.8,9.5%
O=C(NCC(=O)N1CCCCCCC1)c1ccc(Cl)c(Cl)c1,-14.3,95.9%[activator]
# Carrying on.
SMILES,HCMV inh,AMA1 RON2 block
O=C(Nc1ccc(F)cc1)C(c1ccncc1)N1CCN(c2cccc(C(F)(F)F)n2)CC1 (centres undefined),18.0,0.0%
Cc1cccc(C)c1Nc1n[nH]c(=S)s1,-16.4,145.4%[activator]
CC1CCN(Cc2nc3c(c(=O)n(C)c(=O)n3C)n2CCc2ccccc2)CC1,-62.3*,2.2%
CCn1c(N)cc(=O)[nH]c1=S,4.0,-15.0%
O=C(NC(=S)N1CCN(c2ccc(F)cc2)CC1)c1ccccc1,-2.3,107.3%[activator]
CNC[C@@H]1OCc2ccccc2-c2c(n(C)c3ccccc23)C(=O)N([C@H](C)CO)C[C@H]1C,13.3,-3.8%
COc1ccc(-c2ccc(C(=O)NC(C)C)c3occc23)c(C)c1,18.9,-2.4%
COC1OC(CO)C(N(C)C(C)=O)C1O (centres undefined),2.3,9.3%
Cc1ccc(NC(=O)COC(=O)Cc2c[nH]c3ccccc23)cc1,29.5,-0.8%
COC(=O)[C@]1(Sc2ccccc2)CC(=O)N[C@@H]1c1ccccc1,-6.1,1.1%
C[C@@H]1CN([C@@H](C)CO)S(=O)(=O)c2ccc(Br)cc2O[C@@H]1CN(C)C(=O)NC1CCCCC1,5.2,1.4%
CC(C)NC(=O)Nc1ccc2c(c1)C(=O)N([C@H](C)CO)C[C@H](C)[C@@H](CN(C)Cc1ccc(C(F)(F)F)cc1)OCCCC[C@@H](C)O2,-16.3,12.3%
CSCCC(c1nnnn1Cc1ccccc1)N1CCC(n2c(=O)[nH]c3ccccc32)CC1 (centres undefined),-90.0*,-28.9%
CCCCC(=O)N(C)c1c(CC)nc2c(OCc3ccc(S(C)(=O)=O)cc3)cccn12,-28.5,2.4%
FC(F)(F)c1cnc(NNC(=S)Nc2ccccc2)c(Cl)c1,-23.6,126.6%[activator]
COc1cc(Cn2c3ccc(NC(=O)CC(C)C(F)(F)F)cc3c(=O)n2C)ccc1F (centres undefined),-28.5,-4.9%
O=C(COC(=O)/C=C/c1ccccc1Cl)NC1CC1,-12.9,-10.7%
COc1cccc(C(C)(O)c2nc(-c3ccc(N(C)C)cc3)cs2)c1 (centres undefined),-73.7*,?
COC(=O)c1ccc2nc(-c3cccc(Cl)c3)c(Cc3cccc(Cl)c3)n2c1,8.4,4.5%
Cc1cn([C@H]2C[C@H](O)[C@@H](CNC/C=C/c3ccccc3[N+](=O)[O-])O2)c(=O)[nH]c1=O,34.0,0.0%
CC1(C(=O)NCc2cccc3ccccc23)CCN1Cc1ccc(OC(F)(F)F)cc1 (centres undefined),-11.5,1.6%
COc1cc(C(O)c2nc(-c3cccc(C(=O)O)c3)cs2)ccc1F (centres undefined),-4.4,14.3%
O=C(Nc1cccc(C(F)(F)F)c1)c1ccc(-c2ccc(F)c(F)c2)c2ccoc12,-75.7*,-1.4%
C=C1C(C)C2C(Cc3ccccc3)NC(=O)C23OC(=O)/C=C/C(O)CCCC(C)C/C=C/C3C1O (centres undefined),10.8,9.6%
Cc1ccc(C(=O)Nc2nc3ccc(Cl)cc3s2)o1,108.7,0.4%

# Twelve compounds already listed, sorted by length of the SMILES, largest number first.
SMILES,HCMV inh,AMA1 RON2 block
CC(C)NC(=O)Nc1ccc2c(c1)C(=O)N([C@H](C)CO)C[C@H](C)[C@@H](CN(C)Cc1ccc(C(F)(F)F)cc1)OCCCC[C@@H](C)O2,-16.3,12.3%
O=C1C=CC2(O[C@H](c3ccccc3)[C@@H](c3ccccc3)O2)[C@H](Sc2ccccc2O)C1,-99.5*,-11.8%
CCCCC(=O)N(C)c1c(CC)nc2c(OCc3ccc(S(C)(=O)=O)cc3)cccn12,-28.5,2.4%
O=C(NC(c1ccc(Cl)cc1)c1cnccn1)C1CCN(CCOc2ccc(F)cc2)CC1 (centres undefined),0.6,-0.3%
COC(=O)c1ccc2nc(-c3cccc(Cl)c3)c(Cc3cccc(Cl)c3)n2c1,8.4,4.5%
CCCCOC(=O)c1ccc(NC(=O)c2c(N)n(C)c(=O)[nH]c2=O)cc1,0.9,8.7%
COc1cccc(C(C)(O)c2nc(-c3ccc(N(C)C)cc3)cs2)c1 (centres undefined),-73.7*,?
NC(COCc1ccccc1)c1csc(Nc2cc(NCCCO)ncn2)n1 (centres undefined),-38.8,9.5%
Cn1c2c(c3ccccc31)CCN=C2c1ccccc1,46.9,-0.6%
O=C1c2ccccc2NC(c2ccc(Br)s2)N1O (centres undefined),-75.2*,101.2%[activator]
COC1OC(CO)C(N(C)C(C)=O)C1O (centres undefined),2.3,9.3%
CCn1c(N)cc(=O)[nH]c1=S,4.0,-15.0%

# (next part)
SMILES,HCMV inh,AMA1 RON2 block
O=C(NCc1cccs1)c1csc([C@H]2C[C@H](O)[C@@H](CO)O2)n1,32.7,1.7%
CCOc1ccc(/C=N/OCC(=O)Nc2cc(S(=O)(=O)N3CCOCC3)ccc2OC)cc1,-33.1,9.1%
Cc1noc(C)c1COc1ccccc1C(=O)N1CCN(S(=O)(=O)c2ccccc2Br)CC1,-86.4*,18.7%
CC12CCC(C(=O)N(c3nccs3)C1=O)C2(C)C (centres undefined),-19.8,-3.0%
CCCN1C(=O)C(=O)N(CC(=O)N2c3ccccc3NC(=O)CC2C)C1=O (centres undefined),-23.4,-3.9%
CCN1C[C@@H]2[C@@H]3C(=O)N(Cc4ccccc4)C(=O)[C@@H]3[C@](CC)(C1=O)N2C(=O)c1ccc(F)cc1,-11.4,0.6%
CCC(C)[C@H]1CNC(=O)C(=O)N1CCCCC1CCCCC1 (some centres undefined),19.3,0.0%
C[C@@H]1CCCCO[C@H](CN(C)C(=O)Nc2ccc(F)cc2)[C@@H](C)CN([C@H](C)CO)C(=O)c2cc(NC(=O)c3ccccc3)ccc2O1,-23.4,0.0%
COc1cc2c(cc1OC)C13CCN4CC5=CCOC(CC(=O)O)C(C5CC41)C3N2 (centres undefined),-17.2,-3.9%
C[C@@H]1CN([C@@H](C)CO)C(=O)CCCn2nncc2CO[C@@H]1CN(C)C(=O)Oc1ccccc1,34.8,8.1%
COc1cccc(NC(=O)CN(C)C(=O)c2cc(CN3C(=O)c4ccccc4C3=O)ccc2OC)c1,0.0,0.0%
CCOC(=O)C1(C)CCN1C(=O)c1ccc(Cl)cc1Cl (centres undefined),5.6,7.4%
Nc1ncnc2c1ncn2[C@@H]1O[C@H](C(=O)NCC2CCN(Cc3ccccc3)CC2)[C@@H](O)[C@H]1O,-9.1,4.1%
O=C(Oc1ccc[nH]c1=O)c1ccccc1,-24.0,2.9%
COc1ccc(C2=CCCC2)c(OC)c1,8.3,14.0%
O=C(NCc1ccc(F)cc1)c1cc(C2CCCCN2S(=O)(=O)c2cccs2)on1 (centres undefined),20.3,-1.7%
COC(=O)CCC(=O)N1CCC(Oc2cccc(C(=O)NCc3ccccn3)c2)CC1,-18.8,94.7%[activator]
CCOC1=C2CN(S(=O)(=O)c3ccc(Cl)cc3)[C@H](c3ccccc3)C[C@@H]2N(S(=O)(=O)c2ccc(C)cc2)[C@H](c2ccccc2)C1,?,-0.3%
N#CCCN1CCN(CCC#N)c2ccccc21,6.0,-12.1%
COc1ccccc1N1CCN(C(=O)C2CC2)CC1,-19.8,3.8%
Cc1nn(-c2ccccc2)c(C)c1C(=O)OCC(=O)Nc1ccc(C(N)=O)cc1,-17.2,-7.3%
O=[N+]([O-])c1ccc2c(c1)CCN2,-12.7,-13.5%
Cc1ccccc1NC(=O)NCc1cccnc1,27.6,-1.9%
COc1ccc(-c2csc(C(O)c3ccc(OC)cc3)n2)cc1 (centres undefined),-71.8*,-2.5%
COc1cc2c3c(c1OC)C(=O)CC3CCCC2 (centres undefined),-25.3,2.4%
# The list goes on:
SMILES,HCMV inh,AMA1 RON2 block
Cc1ccc(NC(=O)c2cc(S(=O)(=O)NCC3CCCO3)ccc2F)cc1 (centres undefined),-9.6,11.4%
CCCOc1ccc(C2C(C(=O)c3ccc(C)o3)=C(O)C(=O)N2CCCn2ccnc2)cc1 (centres undefined),-8.7,17.9%
Nc1nc2c(ncn2[C@@H]2O[C@H](CNS(=O)(=O)c3cccnc3)[C@@H](O)[C@H]2O)c(=O)[nH]1,29.8,4.4%
CCc1nc2c(OCc3ccc(Cl)cc3)cccn2c1N(C)C(=O)c1cccs1,-15.4,-18.9%
CN1C[C@H]2CON(C)[C@H]2C[C@H]1c1cccc(-c2ccccc2)c1,-22.3,1.5%
O=C(CCNC(=O)N1CC(=O)Nc2ccccc21)NCc1ccc(Cl)cc1,-39.3,-2.8%
c1cc(-c2ccoc2)n2ccnc2c1,134.7,-23.9%
CCC(C(=O)Nc1ccc(S(=O)(=O)N2CCN(C)CC2)cc1)c1ccccc1 (centres undefined),33.6,-11.8%
C(=C\c1ccccc1)/CN1CCN(C(c2cc3ccccc3o2)c2nnnn2C2CCCC2)CC1 (centres undefined),-23.3,-1.7%
CCCN(C)C1CN(Cc2cn(Cc3cccc(Cl)c3)nn2)S(=O)(=O)C1 (centres undefined),0.6,2.5%
COc1ccc(C(=O)NCC(C)(C)N2CCOCC2)cc1S(=O)(=O)NCc1ccc(Cl)cc1,-67.2*,-5.3%
CCOC(=O)c1cc(NC(=O)CSc2nnc(CN3CCOCC3)n2C)ccc1Cl,37.1,-4.4%
CCN(C(=O)COC(=O)/C=C/c1ccc(Cl)c(Cl)c1)c1c(N)n(Cc2ccccc2)c(=O)[nH]c1=O,-24.6,2.3%
COc1ccccc1-c1cccc([C@@H]2C[C@H]3[C@H](CON3C)CN2S(=O)(=O)c2ccccc2C)c1,-20.8,-21.9%
COc1ccc(CC(=O)NC(=S)Nc2cccc(CO)c2)cc1,17.1,-2.0%
CC(C)(C)OC(=O)[C@H](Cc1ccccc1)NC(=O)c1ncn2c1c(=O)[nH]c1ccc(Br)cc12,-26.7,-6.8%
CC(O)C1CCC2C3CCC4CC(O)CCC4(C)C3C(=O)CC12C (centres undefined),-35.4,-1.6%
CN(C)N=Nc1ccc(S(=O)(=O)N2CCSC2C(=O)O)cc1 (centres undefined),30.6,3.0%
S=c1[nH]ncn1/N=C/c1ccco1,-13.0,32.6%[activator]
CCc1ccc2c(c1)NC(=O)C2(C)Cc1cccc(F)c1 (centres undefined),?,0.0%
Brc1ccc2nc(-c3ccccc3)c(Cc3ccsc3)n2c1,56.7,-6.8%
COc1ccc(OC)c(S(=O)(=O)Nc2ccc3c(c2)OCCO3)c1,-9.3,0.2%
CC1(O)CCC2C3CCC4=CC(=O)CCC4(C)C34OC4CC21C (centres undefined),-18.4,-4.7%
O=S1(=O)CC(N2CCCCC2)CN1Cc1ccccc1 (centres undefined),-27.8,-2.8%
O=C1CCCN1CCc1cccc2ccccc12,77.0,-0.8%

# This is a subset; count on the stated rates, not on these rows.
